# High-throughput results as filed in PubChem BioAssay.
# NCI-60 one-dose screen, 48 h, at 10 µM unless noted. Numbers give growth in % (100 = growth as untreated, 0 = no growth, -100 = all killed).
# CCRF-CEM – CCRF-CEM leukemia; actives 7% (n = 77,000)
# HOP-62 – HOP-62 NSCLC; actives 3.9% (n = 80,000); AID 1794735
# LOX IMVI – LOX IMVI melanoma. actives 7.4% (n = 79,000). AID 1794757
# EKVX – EKVX NSCLC. actives 3% (n = 71,000)
# SK-MEL-5 – SK-MEL-5 melanoma; actives 6.4% (n = 80,000)
# A549/ATCC – A549/ATCC NSCLC | actives 3.7% (n = 81,000) | AID 1794740
# HOP-92 – HOP-92 NSCLC cells; actives 6.3% (n = 71,000)
# M14 – M14 melanoma | actives 6.2% (n = 80,000) | AID 1794745
# * hit, by the source's call; · = not tested or not shown; & = joins results of further samples; [ ] = another dose, or the depositor's remark. How the source made its calls: active means growth percent below 10; inactive means the rest.
smiles	CCRF-CEM	HOP-62	LOX IMVI	EKVX	SK-MEL-5	A549/ATCC	HOP-92	M14
N#C/C(C(=O)c1ccccc1)=C1/C(=O)Nc2ccc(Cl)cc21	107	89	105	89	92	101	87	107
C[C@H](NC(=O)c1snnc1C1CC1)c1c(F)cccc1Cl	110	107	94	115	98	101	·	116
NS(=O)(=O)c1ccc(Nc2ncc3c(n2)CCCC3=O)cc1	104	110	100	105	106	111	112	·
CCCCCCCCCCCCCCCCCCOc1ccc(CC(=O)OCC[N+]2(C)CCOCC2)cc1	94	106	98	101	99	102	114	103
CC(=O)OC[C@@]12CC[C@]3(C)[C@H](CC[C@@H]4[C@@]5(C)CC=C(OC(C)=O)C(C)(C)[C@@H]5CC[C@]43C)[C@H]1[C@@H](C)C(C)=C(/C(C)=N/O)C2	70	99	77	98	59	92	95	82
CCCNCCCCC(C)Nc1cc(OC)cc2cccnc12 (stereo not drawn)	90	103	100	·	102	101	91	102
CC(C)(c1ccc(OCC(O)CNCc2ccco2)cc1)c1ccc(OCC(O)CNCc2ccco2)cc1 (stereo not drawn)	73	82	86	92	92	81	57	92
NNc1ccc(S(N)(=O)=O)cc1	9.4*	91	86	103	100	·	85	101
Cc1ccc(/C=C(/C#N)n2nnc3cccc(F)c32)cc1	4.8*	22	-15*	38	-55*	11	-6.0*	-14*
CNc1ccc(C(=O)O)cc1	96	106	96	107	103	94	96	121
COc1ccc(/C=N/O)cc1	·	94	100	101	105	107	97	112
CCN(CC)c1ccc(C=O)c(OCc2cn(CC(=O)Nc3c(Cl)cc(Cl)cc3Cl)nn2)c1	104	111	99	103	99	112	108	107
CC(=O)Nc1nnc2c3ccccc3n(C(C)=O)c2n1	129	105	94	104	103	98	136	113
CN(C)CCN1CCN(c2ncccc2C2Nc3ccccc3-n3cccc32)CC1 (stereo not drawn)	102	109	100	102	104	103	85	106
O=C(Nc1ccc(I)cc1)c1cc([N+](=O)[O-])ccc1O	28	24	20	40	-0.4*	44	-6.5*	31
COc1ccc2c(c1)c(-c1noc(-c3cn(C)c4ncc(F)cc34)n1)cn2C	99	56	52	65	75	22	70	92
CC(=O)C1=C(C)NC(NNC(N)=O)=NC1c1ccccc1 (stereo not drawn)	106	109	100	97	104	100	98	101
COc1cc2c(c(OC)c1OC)C(=O)CC(c1cccc(NC(=O)c3ccc(C#N)cc3)c1)O2 (stereo not drawn)	25	74	66	84	43	77	68	64
O=C(Nc1ccc(C(F)(F)F)cc1)Nc1ncccc1OCc1ccccc1Cl	86	99	95	88	91	86	75	84
O=C1c2ccccc2C(=O)C1c1ccc(Cl)cc1	79	112	97	105	·	104	·	103
N#CC1CCCCCC1	84	120	93	·	99	95	86	110
O=C(c1ccc(Cl)cc1)C1[C@H](c2ccc(Br)cc2)[C@@H](c2ccccc2)NC12C(=O)Nc1ccc(Br)cc12 (stereo partly drawn)	-7.9*	-80*	-100*	-61*	-60*	-52*	-73*	3.0*
NCCCNc1nc2c3c(sc2c(=O)[nH]1)CCCC3	89	96	97	97	99	88	92	104
C(CCCSC1=NCCN1)CCSC1=NCCN1	101	93	99	109	107	104	41	99
Cc1nc2sc(C(=O)Nc3ccccc3)c(N)c2cc1C(C)O (stereo not drawn)	17	30	47	76	27	26	73	16
COc1cc(-n2cc(C#N)c(N)c2C(=O)c2ccc(C#N)cc2)cc(OC)c1OC	96	102	94	93	99	100	104	95
C=CCc1ccc2c(c1)OC(CO)CO2 (stereo not drawn) (tested in a mixture with another compound)	13	105	101	·	102	91	82	102
OCCCNc1nc2nonc2nc1Nc1ccccc1	94	91	90	·	97	91	74	·
COc1cc2nc(N3CCN(C(=O)C4CCCO4)CC3)nc(N)c2cc1OC (stereo not drawn)	92	96	97	96	103	100	96	99
O=C1C(c2ccsc2)=C(c2c[nH]c3ccccc23)C(=O)N1O	76	82	87	91	92	86	102	98
CCc1ccccc1NCCO	110	50	93	96	101	102	92	88
Cc1ccc2nc3c(n2c1)C(=O)C(=O)c1ccccc1-3	-13*	-75*	-72*	-90*	-96*	-77*	-77*	-81*
Cc1cc2ccccc2c[n+]1CC(=O)c1ccccc1	102	86	88	81	102	92	99	95
COc1ccc(-c2nc3cc(Cl)c(Cl)cc3n2CC(=O)N=Nc2c(O)[nH]c3ccc(Br)cc23)cc1	39	-50*	-78*	4.8*	51	-29*	-34*	-49*
CC1(C)C(=O)COC1=O	91	93	99	98	105	89	80	96
O=C(O)c1cc([N+](=O)[O-])ccc1C(=O)OCCCBr	108	94	99	100	102	103	108	102
COc1ccc(/C=C2\Cc3cc4c(cc3C2=O)OCO4)cc1OC	56	78	52	74	52	79	·	71
CCCN(CC)c1ncnc2[nH]ncc12	95	92	94	95	89	110	91	99
NC(N)=N/N=C(/C[n+]1ccccc1)c1ccc([N+](=O)[O-])cc1	102	100	92	98	104	102	98	102
O[C@@H]1CO[C@H]2[C@@H]1OC[C@@H]2O	101	107	97	88	116	97	108	103
O=C(Nc1ccc(Nc2ncccn2)cc1)NC1C=c2ccccc2=CC1 (stereo not drawn)	90	113	108	106	100	93	110	111
O=C1Nc2ccccc2C12N=C(NO)c1ccccc1N2 (stereo not drawn)	97	85	93	84	97	104	68	91
COc1cccc(-c2nn(C(C)(C)C)cc2-c2ccnc(NCCCNS(=O)(=O)c3cccc4ccccc34)c2)c1	102	103	100	99	100	104	104	101
c1cnn([B-]2(n3cccn3)n3ccc[n+]3[B-](n3cccn3)(n3cccn3)n3ccc[n+]32)c1	126	104	94	96	103	95	96	99
COc1cc2c(cc1OC)C(C)=NCC2	111	91	95	106	103	102	116	101
Nc1nc(-c2ccccc2)cs1	110&43	97&52	98&22	32	102&59	96&56	101&61	97&72
O=C1/C(=C2\CCc3ccccc32)Cc2ccccc21	106	98	81	67	83	81	78	96
COc1ccc(NC(=O)c2sc3nc4c(cc3c2N)CN(C)CC4)cc1	97	92	90	77	98	92	95	97
COC(=O)[C@H]1CCCN1C(=O)C1CCCN1C(=O)[C@@H](Cc1ccccc1)NC(=S)Nc1cc(C(F)(F)F)cc(C(F)(F)F)c1 (stereo partly drawn)	72&106	98&105	88&103	·	88&100	71&97	85&111	105&113
Nc1c(C(=O)Nc2cccc3ncccc23)sc2nc3c(cc12)C(=O)CCC3	30	39	55	59	30	50	42	50
CCN(CC)c1ccc(C(=N)c2ccc(N(C)C)cc2)cc1	22	7.5*	19	15	-80*	29	-21*	-44*
CC1(C)NC2=C(C(Nc3cccnc3)N1)C(c1ccc(Br)cc1)C(C(=O)c1ccc(N=[N+]=[N-])cc1)O2 (stereo not drawn)	100	104	·	92	102	103	96	98
CCC(C(O)c1ccccc1)[N+](=O)[O-] (stereo not drawn)	104	74	100	102	81	98	·	98
O=C(Nc1cccc(C(F)(F)F)c1)Nc1cccc(C(F)(F)F)c1	2.4*	-1.1*	8.6*	14	-73*	-1.9*	-16*	13
O=C(COc1cccc2cccnc12)Nc1ccc(C(=O)/C=C/c2ccccc2)cc1	101	115	91	99	99	99	110	111
O=C(Nc1cccc2cccnc12)c1cc(C(=O)c2ccc(Cl)cc2)n2ccc(-c3ccncc3)cc12	115	88	101	107	97	99	84	96
Oc1ccc(-c2ccc3c(c2)ncn3-c2ccc(O)cc2)cc1	84	99	93	109	87	97	114	102
NC(=S)N/N=C/c1cc([N+](=O)[O-])ccc1Cl	96	107	103	98	90	104	105	106
O=c1c2ccccc2nc(COc2ccccc2)n1/N=C/c1ccccc1Cl	96	106	101	101	102	107	116	110
CCCCc1ccc(C2=C(Cl)C(=O)C(c3ccc(CCCC)cc3)=C(Cl)C2=O)cc1	31	106	89	·	97	86	·	104

# Grouped by structure, the compounds so far with fluorine
smiles	CCRF-CEM	HOP-62	LOX IMVI	EKVX	SK-MEL-5	A549/ATCC	HOP-92	M14
C[C@H](NC(=O)c1snnc1C1CC1)c1c(F)cccc1Cl	110	107	94	115	98	101	·	116
Cc1ccc(/C=C(/C#N)n2nnc3cccc(F)c32)cc1	4.8*	22	-15*	38	-55*	11	-6.0*	-14*
COc1ccc2c(c1)c(-c1noc(-c3cn(C)c4ncc(F)cc34)n1)cn2C	99	56	52	65	75	22	70	92
O=C(Nc1ccc(C(F)(F)F)cc1)Nc1ncccc1OCc1ccccc1Cl	86	99	95	88	91	86	75	84
COC(=O)[C@H]1CCCN1C(=O)C1CCCN1C(=O)[C@@H](Cc1ccccc1)NC(=S)Nc1cc(C(F)(F)F)cc(C(F)(F)F)c1 (stereo partly drawn)	72&106	98&105	88&103	·	88&100	71&97	85&111	105&113
O=C(Nc1cccc(C(F)(F)F)c1)Nc1cccc(C(F)(F)F)c1	2.4*	-1.1*	8.6*	14	-73*	-1.9*	-16*	13

# The main list resumes, repeating the 6 entries before the break.
smiles	CCRF-CEM	HOP-62	LOX IMVI	EKVX	SK-MEL-5	A549/ATCC	HOP-92	M14
O=C(COc1cccc2cccnc12)Nc1ccc(C(=O)/C=C/c2ccccc2)cc1	101	115	91	99	99	99	110	111
O=C(Nc1cccc2cccnc12)c1cc(C(=O)c2ccc(Cl)cc2)n2ccc(-c3ccncc3)cc12	115	88	101	107	97	99	84	96
Oc1ccc(-c2ccc3c(c2)ncn3-c2ccc(O)cc2)cc1	84	99	93	109	87	97	114	102
NC(=S)N/N=C/c1cc([N+](=O)[O-])ccc1Cl	96	107	103	98	90	104	105	106
O=c1c2ccccc2nc(COc2ccccc2)n1/N=C/c1ccccc1Cl	96	106	101	101	102	107	116	110
CCCCc1ccc(C2=C(Cl)C(=O)C(c3ccc(CCCC)cc3)=C(Cl)C2=O)cc1	31	106	89	·	97	86	·	104
CN1CC[C@@H]2[C@@]3(C)CC[C@H](O)C(C)(C)[C@@H]3CC[C@@]2(C)[C@]2(C)CC[C@@]3(CO)CCC(C)(C)C[C@@H]3C12 (stereo partly drawn)	76	101	85	100	96	86	67	59
Clc1ccc([C@@H]2C[C@@H]3Cc4cc(Br)c5ccccc5c4N2O3)cc1	98	94	92	111	107	103	·	102
OC(c1ccccc1)c1cccnc1 (stereo not drawn)	93	98	105	101	104	88	88	95
COc1cccc(CNc2ccc3ncnc(Nc4ccc(F)c(Cl)c4)c3c2)c1	75	83	70	26	90	53	77	73
Clc1ccc2c3c(cccc13)CC2	106	102	95	·	103	103	·	106
NC(N)=NN=C(c1ccc(O)cc1)c1ccc(O)cc1	104	103	107	99	101	101	102	100
C=CCn1c(SCC(=O)Nc2ccc(Cl)cc2)nnc1-c1cc(-c2ccccc2)nc2ccccc12	85	99	85	79	92	83	103	110
COc1cc2nc(-c3ccc(C(F)(F)F)cc3)cc(OCCCN3CCCCC3)c2cc1OC	42	58	-29*	69	16	44	28	-19*
O=C(Nc1ccccc1)Oc1ccc2ccccc2c1	86	85	97	·	100	100	·	102
COc1ccc2cc(C(=O)N3CCC([C@@H](C)C(=O)NCc4ccc5c(c4)OCO5)CC3)[nH]c2c1	86[50 µM]	-1.8*[50 µM]	55[50 µM]	73[50 µM]	64[50 µM]	54[50 µM]	-18*[50 µM]	65[50 µM]
CC(=O)n1cc(CS)c(=O)[nH]c1=O	100	93	98	·	102	106	·	100
CC(=O)OCC(COC(C)=O)(CN1C(=O)c2ccccc2C1=O)CN1C(=O)c2ccccc2C1=O	·	90	97	·	99	106	·	101
CCCc1cc(CN2CCOCC2)c(O)c(CN2CCOCC2)c1O	96	108	106	114	105	106	·	110
CCCO/N=C/c1ccccn1	105&81	88&104	98&108	97&108	108&104	104&97	105	103&105
CC(CC(=O)c1ccc(F)cc1)N1CCN(c2ccccc2)CC1 (stereo not drawn)	100	93	97	106	108	104	81	105
CN(C)c1ccc(/C=C/c2nccc3ccccc23)cc1	·	88	88	·	87	86	68	89
CCOC1=CC(=O)CC(C)(C)C1	108	115	102	119	109	103	42	108
CCOC(=O)c1cnn2c(-c3ccc(Cl)cc3)nc(N3CCCC3)nc12	89	92	79	84	98	65	78	93
Cn1c(N)cc(=O)[nH]c1=S	109	108	102	96	102	104	90	105
Cc1cc(O)cc(C(=O)O)c1	108	109	104	136	114	100	90	114
O=C(Cn1cc(CSc2nnc3oc4ccccc4n23)nn1)Nc1ccc(F)c(Cl)c1	64	71	65	68	85	81	56	85
O=C(CC(O)c1coc(-c2ccc(Cl)cc2)n1)c1ccc(Cl)cc1 (stereo not drawn)	86	79	99	113	105	72	101	96
CC1=C(Nc2ccc(N3CCN(C)CC3)cc2)C(=O)c2cncnc2C1=O	5.9*	107	-14*	98	82	93	-29*	105
O=C1C(=O)c2ccccc2C(O)=C1C(C1=C(O)c2ccccc2C(=O)C1=O)c1ccc(Cl)c(Cl)c1	96	101	58	·	52	90	86	46
COc1ccc(-c2nnc(SCC(=O)Nc3ccc(C(=O)/C=C/c4ccc(Cl)cc4)cc3)o2)cc1OC	65	72	79	80	57	91	30	82
COC1=C[C@H]2C[C@@]3(OC)[C@H](O)c4ccccc4N4C(=O)C(=O)N(C2c2ccccc2)[C@@]143 (stereo partly drawn)	117	95	99	97	100	100	87	104
Fc1cccc(Cl)c1C1SCc2nc3ccccc3n21 (stereo not drawn)	87	86	89	97	86	84	50	93
CCOC(=O)c1c(C)nc2ccccc2c1/C=C/c1ccc(Cl)cc1	70	82	72	62	22	59	77	88
CCCn1ccc(-n2nnc(C(=O)OCC)c2C)n1	106	97	103	98	104	90	99	94
COc1ccc(C(=O)CC(c2ccccc2)C(C#N)c2ccccc2)cc1 (stereo not drawn)	84	98	85	85	87	74	68	88
O=C(OCCBr)c1ccc(Cl)c([N+](=O)[O-])c1	·	131	91	·	113	104	·	92
